Bioassay records as filed in PubChem.
ERG Ets-DNA blk = qHTS for Small Molecule Inhibitors of the ERG Ets/DNA interaction | Transcriptional regulator ERG (Homo sapiens), P11308 | fluorescence polarization, His-ERG Ets domain / labelled DNA | Potency, µM (doses to about 76.9 µM), for inactives: top-dose FP activity, negative = inhibition, hits mostly inhibitors | 370,000 tested, 0.028% active | AID 624246, 2012; active means well fitted inhibition curve with a large enough effect in the polarisation, with a control signal flat; inconclusive means small, poorly fitted or top-dose-only effect, or effect the other way, or a change in a side signal; inactive means no such curve, though single readings can be large or run the other way; the % refers to the polarisation;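 further: polarization taken with two DNA probes labelled with fluorescein and Texas red; potency means the concentration at half of the fitted maximal effect; % of control where 0% means no effect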
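His-tagged ERG Ets domain (1 uM in the protein solution; 300mM KCl, 50mM Tris-HCl, 1mM EDTA, 1mM DTT, pH 7.5) received compound, then a probe mix of 5 nM fluorescein-DNA and 100nM Texas-615-DNA. Fluorescence polarization was read for both dyes.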
Pol beta inh = qHTS Assay for Inhibitors of DNA Polymerase Beta. P06746. AID 485314, 2010. Potency, µM (highest dose often 114 µM), without a hit: at the top dose activity change, negative = inhibition, hits mostly inhibitors. Pol beta primer extension/strand displacement, fluorescence kinetic. 340,000 tested, 1.3% active; further: potency means the concentration at half of the fitted maximal effect; on the % scale 0 is the no-effect control and ±100 the full control effect
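Human Pol beta at 10 nM; strand-displacement substrate 50 nM final. Compound exposure 15 min at room temperature before start, reaction 10 min at room temperature.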
12-LOX inh = Primary qHTS assay for inhibitors of human arachidonate 12S-lipoxygenase (ALOX12): Round 2 | Polyunsaturated fatty acid lipoxygenase ALOX12 (Homo sapiens), P18054 | 580,000 tested, 1.1% active | purified 12hLO, xylenol orange hydroperoxide absorbance | Potency, µM (titrated, usually from 108 µM), without a hit: at the highest dose activity change, negative = inhibition, usual class: inhibitors; further: potency means the concentration at half of the fitted maximal effect; on the % scale 0 is the no-effect control and ±100 the full control effect
Target sequence (P18054 whole entry, looked up): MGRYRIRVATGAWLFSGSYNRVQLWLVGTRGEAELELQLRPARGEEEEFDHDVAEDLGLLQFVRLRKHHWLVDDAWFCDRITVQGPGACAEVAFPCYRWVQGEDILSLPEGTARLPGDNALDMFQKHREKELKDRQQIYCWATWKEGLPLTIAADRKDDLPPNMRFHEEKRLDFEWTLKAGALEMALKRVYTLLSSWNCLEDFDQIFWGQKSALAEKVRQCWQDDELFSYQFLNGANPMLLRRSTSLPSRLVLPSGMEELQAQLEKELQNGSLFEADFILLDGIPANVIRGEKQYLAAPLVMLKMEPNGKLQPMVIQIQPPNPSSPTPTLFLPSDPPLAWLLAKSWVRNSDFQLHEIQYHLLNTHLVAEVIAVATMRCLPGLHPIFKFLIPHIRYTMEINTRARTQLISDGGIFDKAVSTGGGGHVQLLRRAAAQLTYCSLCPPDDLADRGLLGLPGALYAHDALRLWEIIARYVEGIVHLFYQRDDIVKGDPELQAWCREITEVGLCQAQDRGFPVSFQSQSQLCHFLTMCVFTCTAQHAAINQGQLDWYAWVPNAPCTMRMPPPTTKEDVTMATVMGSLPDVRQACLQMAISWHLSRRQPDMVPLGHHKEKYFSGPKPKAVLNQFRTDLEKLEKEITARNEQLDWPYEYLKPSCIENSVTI
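Purified human 12hLO at 150 nM in 25 mM Hepes, 0.01% Triton X-100, pH 7.0, preincubated 15 min at room temperature with compound. Reaction started with 40 uM arachidonic acid, 30 min at room temperature. Hydroperoxide measured by Fe-xylenol orange, 573/405 nm absorbance ratio.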
Pol kappa inh = qHTS for Inhibitors of Polymerase Kappa | DNA polymerase kappa (Homo sapiens), Q9UBT6 | purified Pol kappa, fluorescent DNA synthesis assay, 10 min | Potency, µM (highest dose often 107 µM), without a hit: at the highest dose activity, negative = inhibition, most hits filed as inhibitors | 400,000 tested, 0.53% active | AID 588579, 2011; further: potency means the concentration at half of the fitted maximal effect; on the % scale 0 is the no-effect control and ±100 the full control effect
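50 nM final substrate added after 15 min RT preincubation of 10 nM Pol kappa with compound; fluorescence read at 0 and 10 min.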
BLM inh = qHTS Assay for Inhibitors of Bloom's syndrome helicase (BLM); RecQ-like DNA helicase BLM (Homo sapiens), P54132; recombinant BLM DNA unwinding, fluorescence dequenching; Potency, µM (highest dose often 56.1 µM), for inactives: top-dose activity change, negative = inhibition, most hits filed as inhibitors; 350,000 tested, 0.2% active; AID 2528, 2010;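 further: potency means the concentration at half of the fitted maximal effect; plate controls were vehicle for no effect and no enzyme for full effect; nearly all actives have a fitted effect of over 35% in size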
APE1 inh = qHTS Assay for Inhibitors of the Human Apurinic/apyrimidinic Endonuclease 1 (APE1); 350,000 tested, 0.35% active; AID 2517, 2012; DNA repair nuclease/redox regulator APEX1 (Homo sapiens), P27695; recombinant APE1, TAMRA/BHQ-2 abasic DNA cleavage fluorescence; Potency, µM (doses to about 65.8 µM), without a hit: at the highest dose activity change, negative = inhibition, hits mostly inhibitors;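 further: potency means the concentration at half of the fitted maximal effect; plate controls were vehicle for no effect and reference inhibitor for full effect; nearly all actives have a fitted effect of over 55% in size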
Target sequence (P27695 whole entry, looked up): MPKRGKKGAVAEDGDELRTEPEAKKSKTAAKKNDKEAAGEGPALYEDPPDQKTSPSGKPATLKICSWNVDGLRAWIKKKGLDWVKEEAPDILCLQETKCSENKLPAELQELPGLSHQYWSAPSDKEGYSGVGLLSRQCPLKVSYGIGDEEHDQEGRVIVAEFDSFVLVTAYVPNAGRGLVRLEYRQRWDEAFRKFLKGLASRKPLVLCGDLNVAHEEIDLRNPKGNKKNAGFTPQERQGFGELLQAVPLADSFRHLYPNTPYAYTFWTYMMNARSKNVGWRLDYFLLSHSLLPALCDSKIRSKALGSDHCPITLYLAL
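APE1 at 0.75 nM final was preincubated with compound 15 min at room temperature, then 50 nM double-stranded THF abasic-site substrate (5'-TAMRA/3'-BHQ-2) was added. Fluorescence (ex 525/em 598 nm) was read kinetically; third-minus-first read gave activity.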
Anesthetic bind = qHTS Assay for Identification of Novel General Anesthetics; apoferritin/1-aminoanthracene competitive binding, fluorescence; AID 485281, 2010; 350,000 tested, 0.074% active; Ferritin light chain (Equus caballus), P02791; Potency, µM (series often up to 77.5 µM), for inactives: at the highest dose activity change, negative = displacement, most hits filed as inhibitors; further: potency means the concentration at half of the fitted maximal effect; on the % scale 0 is the no-effect control and ±100 the full control effect; nearly all actives have a fitted effect of over 20% in size
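Concentration-response curves derived by four-parameter Hill fitting of normalized fluorescence, where compounds displaced 1-AMA from 10 uM horse apoferritin following a brief 10 min room-temperature incubation; propofol titration acted as positive control.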
Pol iota inh = qHTS for Inhibitors of Polymerase Iota | DNA polymerase iota (Homo sapiens), Q9UNA4 | Pol iota fluorescent replication assay, 10 min | Potency, µM (titrated, usually from 115 µM), inactives show at the highest dose activity, negative = inhibition, actives largely listed as inhibitors | 390,000 tested, 1% active; further: potency means the concentration at half of the fitted maximal effect
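Fluorescent replication assay read twice, at 0 min and 10 min after adding 50 nM (final) substrate. Enzyme (10 nM) and compounds were first incubated 15 min at room temperature; enzyme-free buffer wells were negative controls.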
TRHR agonist = qHTS for Small Molecule Agonists and Allosteric Enhancers of Human TRH Receptor: Primary Screen for Agonists; AID 493084, 2011; 360,000 tested, 0.18% active; TRHR cells, calcium flux fluo-8, FDSS agonist mode; activation, % at 2 µM; in the data active means activation above about 30%; further: 0% is about no effect
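TRHR-expressing cells loaded with fluo-8 calcium dye; 23 nL library compound pin-transferred, kinetic FDSS fluorescence (Ex 480/Em 530) recorded about 180 s for agonist-induced calcium release, before a 10 nM TRH EC20 addition for potentiator mode.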
Active calls of the source: *; u = inconclusive; x = not tested or not shown; & = joins results of further samples; [ ] = dose if it differs, or a comment. Unless noted, the call rests on the fitted dose curve; in most records, active means well fitted curve in the direction sought with a large enough effect; inconclusive means small, poorly fitted or top-dose-only effect, or another doubt; inactive means no such curve, though single readings can be large; an effect the other way counts as inactive or inconclusive. This is a subset. The share of hits here may be higher or lower than overall.

SMILES	ERG Ets-DNA blk	Pol beta inh	12-LOX inh	Pol kappa inh	BLM inh	APE1 inh	Anesthetic bind	Pol iota inh	TRHR agonist
Cc1cccc(OCCCC(=O)NNC(=O)c2cccc(N(C)C)c2)c1	-6%	x	4%	-6%	x	12%	x	3%	x
Cc1cc(Br)ccc1NC(=O)CCNS(=O)(=O)c1cccc2nonc12	-2%	-13%	-1%	-17%	-1%	x	1%	15%	-0.3
COc1ccc(CN2CCN(C(=O)c3cccc4ccccc34)CC2)cc1Br	1%	u	0.56µM*	-9%	-3%	-11%	-13%	8%	1.2
O=C(C1=NN[C@@H]2C(=O)N(c3cccc(F)c3)C(=O)[C@H]12)c1ccc2ccccc2n1	-20%	-6%	7%	-7%	-3%	3%	8%	16%	0.0
O=S1(=O)c2ccccc2N(Cc2cccc(C(F)(F)F)c2)c2ccccc21	1%	0%	-9%	1%	-9%	x	-13%	8%	-0.9
O=C(CCSc1nc(-c2ccco2)cc(C(F)(F)F)n1)NCCN1CCOCC1	-14%	6%	0%	-1%	2%	4%	-7%	141%[activator]	-0.3
COC(=O)c1ccc(N=Nc2c(C)[nH]n(-c3ccccc3)c2=O)cc1	-2%	-1%	u	-19%	-2%	14%	-8%	-19%	0.2
CC1CCN(S(=O)(=O)c2ccc(NC(=O)c3ccccc3F)cc2)CC1	-2%	6%	8%	-8%	-11%	-1%	-12%	54%[activator]	-0.1
N#C/C(=C/c1ccc(N2CCCCC2)cc1)c1cccc(F)c1	35%[activator]	19%	-1%	-16%	-1%	-2%	-4%	12%	0.0
N#CC1=C(N)NC(SCc2ccccc2)=C(C#N)C12CCCC2	-4%	2%	u	-3%	-9%	-11%	-10%	-13%	-0.1
CCOc1ccc(CNC(=O)CSc2nnc(C)c3c(C)n(-c4ccccc4)nc23)cc1	-4%	13%	-11%	2%	0%	x	u	14%	-0.2
S=c1[nH]nc(COc2ccccc2)n1/N=C/c1ccncc1	9%	16%	-8%	-3%	-1%	9%	-7%	6%	0.1
COc1cccc(N2CCN(C(=O)CCSCc3ccccc3F)CC2)c1	-8%&3%	3%&16%	0%&-29%	-5%	-9%&-1%	3%	-2%&-15%	2%&15%	-1.1&-0.6
CCC(Oc1ccccc1)C(=O)Nc1ccc(S(=O)(=O)Nc2ncccn2)cc1 (centres undefined)	-4%	17%	-32%	2%	-1%	36%	-6%	92%[activator]	-0.4
COc1cccc(-c2nc(CS(=O)CC(=O)NCc3ccc4c(c3)OCO4)c(C)o2)c1 (centres undefined)	-1%	-3%	5%&-2%	-11%	1%	3%	u	-1%	-0.3
COc1ccc(C/C(N)=N/OC(=O)COc2ccccc2C)cc1	6%	11%	20%	-20%	-5%	5%	-9%	6%	-0.4
COc1ccc(CCNC(=O)CSCC(=O)Nc2cc(S(C)(=O)=O)ccc2Cl)cc1	-4%	x	-3%	-8%	x	40%	x	-3%	x
COc1ccccc1OCCNS(=O)(=O)c1ccc2oc3ccccc3c2c1	-2%	17%	14%	-4%	-5%	13%	25%	20%	1.0
CC1C(=O)CCN(C(C)C)C1C (centres undefined)	1%	-1%	u	-22%	-2%	3%	-12%	-11%	-0.3
COc1ccc(NC(=O)CCC(=O)Nc2cc(OC)c(NC(=O)c3ccco3)cc2OC)c(OC)c1	-5%	24%	u	-9%	-6%	-14%	69%[activator]	12%	-0.8
COc1cccc(-n2cc3c(=O)n(C)c(=O)n(C)c3c2)c1	-5%	2%	u	-15%	-7%	0%	-21%	19%	-0.2
Cc1cccc(CNC(=O)C(C)n2nc(C)c3c(C)n(-c4ccccc4)nc3c2=O)c1 (centres undefined)	-1%	27%	-2%	-12%	2%	-8%	-20%	12%	-1.0
CN1C2C=C(N(CCc3ccccc3)C(=O)c3ccc(Cl)cc3)CC1CC2 (centres undefined)	10%	u	0%	1%	3%	10%	-10%	70%[activator]	0.9
CCN(CC(=O)NC1CCS(=O)(=O)C1)c1ccc([N+](=O)[O-])cc1C#N (centres undefined)	-3%	x	-7%	-20%	x	-3%	x	88%[activator]	0.2
Cc1ccc(S(=O)(=O)N(C)c2ccc(C(=O)O)cc2)cc1	-1%	19%	0%	-18%	0%	-1%	-8%	5%	0.0
Cc1ccc(Sc2ccc(NC(=O)c3ccc(S(C)(=O)=O)cc3Cl)cc2)cc1	-2%	19%	0%	-8%	-1%	-4%	-12%	1%	0.0
Cc1cc(C(=O)Nc2cccc3ncccc23)no1	-8%	-1%	3%	-13%	0%	1%	-11%	12%	0.7
Cc1ccc(NC(=O)CN(C)C(=O)C(c2ccccc2)c2ccccc2)cc1	-6%	x	196%[activator]	-4%	x	13%	x	-8%	0.6
CC(=O)Oc1ccc2ccccc2c1C(NC(=O)Cc1ccccc1)c1ccc(Cl)cc1 (centres undefined)	-3%	13%	-24%	-12%	-12%	9%	-3%	3%	1.2
CCOc1ccc(CCNC(=O)C2COc3ccccc3C2)cc1OCC (centres undefined)	4%	-17%	-16%	-2%[60.1 µM]	0%	x	-8%	-6%	-0.4
Cc1cccnc1NC(=O)C1CCN(S(=O)(=O)c2c(C)noc2/C=C/c2ccco2)CC1	-9%	18%	-26%	-4%	1%	2%	-8%	13%	-0.2
Cc1ccc([C@H]2C(C(=O)O)=CC[C@@H](c3ccc(C)cc3)N2S(=O)(=O)c2ccc(C)cc2)cc1	-10%	x	-30%	-12%	x	-12%	x	-4%	x
COc1ccc(C(=O)C2CCCN(S(=O)(=O)c3ccc(C(C)=O)cc3)C2)c(C)c1 (centres undefined)	-5%	13%	12%	6%	-6%	24%	-12%	12%	0.9
CCOC(=O)Cc1csc(NC(=O)c2ccc(Br)cc2)n1	-10%	17%	-12%	-16%	4%	-8%	-7%	u	-0.1
CCOC(=O)c1cn[nH]c1NC(=S)Nc1ccccc1	7%	16%	-7%	2%	2%	-1%	-14%	1%	-0.2
Cc1cc(NC(=O)CSc2ccccn2)no1	-3%	12%	-6%	-10%	-3%	14%	-9%	27%	0.0
Cc1[nH]n(-c2ccccc2)c(=O)c1C=Nc1ccc(S(=O)(=O)NC(N)=O)cc1	u	33%	-10%	8%	-1%	-8%	-8%	-25%	-0.4
COc1ccc(S(=O)(=O)NC(CC(=O)NCc2ccco2)c2ccco2)cc1 (centres undefined)	-20%	13%	u	-2%	-10%	11%	3%	9%	0.4
Cc1cccc(/C=C/c2onc(C)c2S(=O)(=O)N2CCC(C(=O)NC(C)(C)C)CC2)c1	-5%	0%	7%[57.4 µM]	0%	0%	8%	-10%	1%	0.0
COc1ccc(CNc2ccccc2)cc1Br	x	24%	-1%	-7%	-14%	u	-5%	-13%	0.5
CCc1cc(C(=O)NNC(=S)Nc2cccc(C)c2)cs1	u	27%	0%	-3%	4%	-16%	u	0%	-0.7
CCOC(=O)c1ccc(NC(=O)c2nc[nH]c2C(=O)NCC(=O)OC(C)(C)C)cc1	7%	-10%	16%	-5%	-14%	5%	u	-2%	0.9

An excerpt of these results, with values under each structure:
Values in the order: ERG Ets-DNA blk	Pol beta inh	12-LOX inh	Pol kappa inh	BLM inh	APE1 inh	Anesthetic bind	Pol iota inh	TRHR agonist
COc1cccc(-n2cc3c(=O)n(C)c(=O)n(C)c3c2)c1
    -5%	2%	u	-15%	-7%	0%	-21%	19%	-0.2
Cc1cccc(CNC(=O)C(C)n2nc(C)c3c(C)n(-c4ccccc4)nc3c2=O)c1 (centres undefined)
    -1%	27%	-2%	-12%	2%	-8%	-20%	12%	-1.0
CN1C2C=C(N(CCc3ccccc3)C(=O)c3ccc(Cl)cc3)CC1CC2 (centres undefined)
    10%	u	0%	1%	3%	10%	-10%	70%[activator]	0.9
CCN(CC(=O)NC1CCS(=O)(=O)C1)c1ccc([N+](=O)[O-])cc1C#N (centres undefined)
    -3%	x	-7%	-20%	x	-3%	x	88%[activator]	0.2
Cc1ccc(S(=O)(=O)N(C)c2ccc(C(=O)O)cc2)cc1
    -1%	19%	0%	-18%	0%	-1%	-8%	5%	0.0
Cc1ccc(Sc2ccc(NC(=O)c3ccc(S(C)(=O)=O)cc3Cl)cc2)cc1
    -2%	19%	0%	-8%	-1%	-4%	-12%	1%	0.0
Cc1cc(C(=O)Nc2cccc3ncccc23)no1
    -8%	-1%	3%	-13%	0%	1%	-11%	12%	0.7
Cc1ccc(NC(=O)CN(C)C(=O)C(c2ccccc2)c2ccccc2)cc1
    -6%	x	196%[activator]	-4%	x	13%	x	-8%	0.6
